Screening data (PubChem BioAssay)
G9a block: blocks human histone lysine methyltransferase G9a | Q96KQ7 | G9a H3K9 monomethylation, AlphaScreen, 2 h | Potency, µM (titrated, usually from 102 µM), for the others: at the top dose activity, negative = inhibition, hits mostly inhibitors | actives 8.8% (n = 350,000) | AID 504332; further: potency means the concentration at half of the fitted maximal effect; on the % scale 0 is the no-effect control and ±100 the full control effect; nearly all actives have a fitted effect of over 75% in size
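G9a (20 nM) was preincubated 15 min with compound, then reacted 2 h at room temperature with 500 nM biotin-H3K9 peptide and 20 µM SAM. Monomethyl-H3K9 detected by AlphaScreen using anti-H3K9me1 antibody.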
JMJD2A Tudor: inhibitors of human JMJD2A Tudor domain | actives 4.4% (n = 390,000) | AlphaScreen JMJD2A-Tudor / H3K4me3 peptide binding | Potency, µM (top dose mostly 114 µM), inactives show at the highest dose activity change, negative = inhibition, actives largely listed as inhibitors | O75164; further: potency means the concentration at half of the fitted maximal effect; on the % scale 0 is the no-effect control and ±100 the full control effect; nearly all actives have a fitted effect of over 50% in size
Target sequence (O75164 whole entry, looked up, the tested form may be a part): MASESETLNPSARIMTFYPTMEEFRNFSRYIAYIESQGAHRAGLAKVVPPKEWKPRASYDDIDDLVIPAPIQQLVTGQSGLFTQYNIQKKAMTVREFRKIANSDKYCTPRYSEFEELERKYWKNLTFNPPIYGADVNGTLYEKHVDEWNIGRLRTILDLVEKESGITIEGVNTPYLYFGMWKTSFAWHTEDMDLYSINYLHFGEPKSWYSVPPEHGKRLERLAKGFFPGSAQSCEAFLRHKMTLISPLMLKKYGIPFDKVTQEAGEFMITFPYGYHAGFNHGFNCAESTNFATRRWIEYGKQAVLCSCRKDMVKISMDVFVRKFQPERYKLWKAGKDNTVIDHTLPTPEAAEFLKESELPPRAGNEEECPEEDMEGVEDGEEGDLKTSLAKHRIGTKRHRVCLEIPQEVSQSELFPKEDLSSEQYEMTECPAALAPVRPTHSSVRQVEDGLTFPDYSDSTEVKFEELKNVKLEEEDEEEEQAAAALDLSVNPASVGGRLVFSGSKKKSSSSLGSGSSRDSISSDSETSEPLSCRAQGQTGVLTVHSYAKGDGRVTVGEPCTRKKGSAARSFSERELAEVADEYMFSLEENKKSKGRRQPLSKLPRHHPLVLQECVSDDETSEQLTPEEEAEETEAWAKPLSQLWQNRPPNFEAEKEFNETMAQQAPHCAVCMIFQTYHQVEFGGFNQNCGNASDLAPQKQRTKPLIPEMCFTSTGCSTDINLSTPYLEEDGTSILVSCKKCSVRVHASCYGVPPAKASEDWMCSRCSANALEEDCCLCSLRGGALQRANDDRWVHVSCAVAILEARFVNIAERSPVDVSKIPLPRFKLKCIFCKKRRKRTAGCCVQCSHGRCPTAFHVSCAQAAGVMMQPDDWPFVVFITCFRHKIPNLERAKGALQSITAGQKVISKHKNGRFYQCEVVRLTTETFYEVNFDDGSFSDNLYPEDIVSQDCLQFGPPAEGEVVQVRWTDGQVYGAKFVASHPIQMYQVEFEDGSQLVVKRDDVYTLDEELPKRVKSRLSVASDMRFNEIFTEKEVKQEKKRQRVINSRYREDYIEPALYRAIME
HP1b binding inh: inhibitors of HP1-beta chromodomain binding to methylated histone tails | P83916 | AlphaScreen HP1-beta / biotin-H3K9me3 peptide binding | Potency, µM (titrated, usually from 114 µM), inactives show top-dose activity change, negative = inhibition, hits mostly inhibitors | actives 0.56% (n = 390,000) | AID 540317; further: potency means the concentration at half of the fitted maximal effect; nearly all actives have a fitted effect of over 70% in size; inactives centre near 23
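AlphaScreen: HP1-beta (50 nM) preformed 30 min with biotin-H3(1-18)K9me3 peptide (50 nM) in PBS pH 7.4, 0.01% Tween-20. Compound added for 30 min at RT, then streptavidin donor/nickel chelate acceptor beads (10 ug/mL) for 30 min.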
RGS4 inh: human RGS4 inhibition | AID 504845 | Potency, µM (highest dose often 114 µM), for the others: top-dose activity change, negative = inhibition, hits mostly inhibitors | P49798 | Transcreener GDP fluorescence polarization, RGS4-accelerated GTP hydrolysis | actives 0.039% (n = 390,000); further: potency means the concentration at half of the fitted maximal effect; on the % scale 0 is the no-effect control and ±100 the full control effect; nearly all actives have a fitted effect of over 75% in size; some results filed as inactive show a strong effect at the top dose
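MLSMR compounds (23 nl, pin-transferred) preincubated 10 min at room temperature with a 500nM (2x) first reagent, then RGS4 at 900nM (2x) plus Transcreener GDP mix added; fluorescence polarization (620/688 nm) read before and after 90 min at 30 °C.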
PI4K2A inh: inhibitors of human PI4K2A. purified PI4K2A, ADP-Glo luminescence, 1 h; stronger effect = lower value. AID 1346378. Q9BTU6. activity change, negative = inhibition, % at 76.9 µM. actives 0.13% (n = 420,000); in the data active means activity change below about -50%; inconclusive means mostly about -30% to -49%;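 further: -100% = wells without enzyme as full effect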
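Compounds are screened against recombinant PI4K2A using PI as substrate and ATP, the latter dispensed at 300 microM. Reactions run one hour at ambient temperature before ADP-Glo detection; full inhibition defined by wells lacking enzyme.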
12-LOX inh: inhibitors of human 12S-lipoxygenase ALOX12 | P18054 | purified 12hLO, xylenol orange hydroperoxide absorbance | Potency, µM (titrated, usually from 108 µM), without a hit: at the highest dose activity change, negative = inhibition, most hits filed as inhibitors | actives 1.1% (n = 580,000) | AID 1671190; further: potency means the concentration at half of the fitted maximal effect; on the % scale 0 is the no-effect control and ±100 the full control effect
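Purified human 12hLO at 150 nM in 25 mM Hepes, 0.01% Triton X-100, pH 7.0, preincubated 15 min at room temperature with compound. Reaction started with 40 uM arachidonic acid, 30 min at room temperature. Hydroperoxide measured by Fe-xylenol orange, 573/405 nm absorbance ratio.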
BAZ2B block: BAZ2B (human) inhibition. AlphaScreen BAZ2B-H3K14Ac peptide displacement. Q9UIF8. actives 4.4% (n = 360,000). Potency, µM (titrated, usually from 114 µM), for the others: at the highest dose activity change, negative = inhibition, hits mostly inhibitors. AID 504333; further: potency means the concentration at half of the fitted maximal effect; on the % scale 0 is the no-effect control and ±100 the full control effect; nearly all actives have a fitted effect of over 60% in size
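Multi-concentration screen (max 110 uM) measuring displacement of acetylated histone H3 peptide from BAZ2B by AlphaScreen, using 50 nM protein, 50 nM peptide and 10 ug/mL streptavidin donor plus Ni-chelate acceptor beads.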
GLS inh: blocks human kidney-isoform glutaminase activity | GLS enzymatic activity, qHTS titration | AID 624170 | O94925 | Potency, µM (top dose mostly 45.5 µM), for the others: at the highest dose activity change, negative = inhibition, usual class: inhibitors | actives 0.21% (n = 410,000); further: potency means the concentration at half of the fitted maximal effect; on the % scale 0 is the no-effect control and ±100 the full control effect
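Coupled fluorescence readout: glutamate oxidase/HRP/Amplex Red detect glutamate formed by hKGA from L-glutamine (1 mM solution added). Buffer 45 mM KH2PO4 pH 8.2, 0.02% Tween-20; reads at t0 and 30 min RT.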
ERG Ets-DNA blk: inhibitors of human ERG Ets domain-DNA interaction. P11308. fluorescence polarization, His-ERG Ets domain / labelled DNA. Potency, µM (titrated, usually from 76.9 µM), inactives show top-dose FP activity, negative = inhibition, actives largely listed as inhibitors. actives 0.028% (n = 370,000); active means well fitted inhibition curve with a large enough effect in the polarisation, with a control signal flat; inconclusive means small, poorly fitted or top-dose-only effect, or effect the other way, or a change in a side signal; inactive means no such curve, though single readings can be large or run the other way; the % refers to the polarisation;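 further: polarization taken with two DNA probes labelled with fluorescein and Texas red; potency means the concentration at half of the fitted maximal effect; % of control where 0% means no effect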
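His-tagged ERG Ets domain (1 uM in the protein solution; 300mM KCl, 50mM Tris-HCl, 1mM EDTA, 1mM DTT, pH 7.5) received compound, then a probe mix of 5 nM fluorescein-DNA and 100nM Texas-615-DNA. Fluorescence polarization was read for both dyes.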
Numbers without * were called inactive; u = inconclusive; x = not tested or not shown; [ ] = remark or other dose. Unless noted, the call rests on the fitted dose curve; in most records, active means well fitted curve in the direction sought with a large enough effect; inconclusive means small, poorly fitted or top-dose-only effect, or another doubt; inactive means no such curve, though single readings can be large; an effect the other way counts as inactive or inconclusive. Only part of the results is shown (hit frequency here may not be typical).

Short forms – A = G9a block; B = JMJD2A Tudor; C = HP1b binding inh; D = RGS4 inh; E = PI4K2A inh; F = 12-LOX inh; G = BAZ2B block; H = GLS inh; I = ERG Ets-DNA blk
C=CCNC(=O)c1ccccc1NC(=O)c1ccccc1C
  A: -11%[59 µM] | B: 4% | C: 28% | D: 0% | E: 2 | F: 33%[activator] | G: 3% | H: 3% | I: 2%

CC(C)CCN1C(=O)c2ccc(C(=O)OCC(=O)N(C)C3CCS(=O)(=O)C3)cc2C1=O (configuration not stated)
  A: u | B: 2% | C: 15% | D: -17% | E: -3 | F: -16% | G: 8% | H: -1% | I: -13%

Cc1ccc(C(O)Cn2nc(C)cc2C)cc1 (configuration not stated)
  A: 3%[2.33 µM] | B: -8% | C: 36% | D: -9% | E: -1 | F: 1% | G: -12% | H: 1% | I: 4%

Cc1ccc(N2CCN(C(=O)N3CCOCC3)CC2)c(C)c1
  A: 7% | B: 1% | C: 40%[activator] | D: -23% | E: -4 | F: -3% | G: -3% | H: -8% | I: 21%

CCOC(=O)N1CCN(C(=O)c2cc3c(=O)n4cccc(C)c4nc3s2)CC1
  A: 23% | B: -14% | C: -19% | D: -1% | E: 7 | F: -27% | G: -14% | H: -6% | I: 9%

NC(=O)c1c(NC(=O)C2CC=CCC2C(=O)O)sc2c1CCCCC2 (configuration not stated)
  A: 8.9µM* | B: 56µM* | C: u | D: u | E: 1 | F: 19% | G: u | H: -23% | I: 6%

O=S(=O)(c1ccccc1)c1nc(-c2ccc(F)cc2)oc1NCc1ccccc1
  A: -2%[59 µM] | B: -12% | C: 24% | D: 4% | E: 2 | F: -18% | G: -15% | H: -3% | I: 0%

COc1ccccc1-c1nc(C(N)=O)c2[nH]c(=O)n(-c3cccc(C)c3)c2n1
  A: -33% | B: -30% | C: 11% | D: 3% | E: 10 | F: -2% | G: u | H: 14% | I: -3%

COc1ccc(S(=O)(=O)Nc2cc3c4c(c2)C(C)C(=O)N4CCC3)cc1OC (configuration not stated)
  A: 45µM* | B: -14% | C: 9% | D: -7% | E: -2 | F: x | G: 9% | H: 0% | I: -5%

COc1ccc(-c2csc(NC(=S)NC(=O)c3cccs3)n2)cc1Br
  A: 4% | B: -5% | C: 10% | D: -29% | E: -1 | F: 0% | G: -13% | H: 2% | I: 1%

COCCN1C(=O)N[C@@H](c2ccccc2)C(C(C)=O)=C1C
  A: 14% | B: -10% | C: 33% | D: 1% | E: -1 | F: 1% | G: -1% | H: 8% | I: -5%

COc1ccccc1OCc1ccc(C(=O)Nc2ccncc2)o1
  A: 0%[12.7 µM] | B: -10% | C: 2% | D: 17% | E: -2 | F: 15% | G: 5% | H: 2% | I: -6%

COc1ccc(S(=O)(=O)N2CCCCC2)cc1NC(=O)CCC(=O)N1CCC(c2ccccc2)=N1
  A: x | B: -11% | C: 16% | D: 7% | E: -5 | F: u | G: x | H: 1% | I: -12%

CCOC(=O)c1cc2ccc3ccccc3c2s1
  A: 181%[activator][59 µM] | B: 260%[activator] | C: 285% | D: 5% | E: -10 | F: -23% | G: 314%[activator] | H: 5% | I: 2%

CCN(C(=O)Cn1c(=O)oc2cc(S(=O)(=O)N3CCCCCC3)ccc21)c1cccc(C)c1
  A: 6%[59 µM] | B: -9% | C: 51%[activator] | D: -7% | E: -1 | F: 0% | G: 0% | H: -6% | I: -11%

CN(CC(=O)Nc1ccccc1C(F)(F)F)C(=O)COc1ncnc2sccc12
  A: u | B: -6% | C: 30% | D: 0% | E: -4 | F: -33% | G: -3% | H: 5% | I: -1%

COCCCNC(=S)NNC(=O)Cn1nc(C)c(Br)c1C
  A: 25%[59 µM] | B: -19% | C: 39%[activator] | D: -3% | E: -1 | F: -2% | G: -8% | H: -6% | I: 1%

Cc1cccc(OCCCCCn2ccnc2)c1
  A: 32µM* | B: 3.2µM* | C: u | D: -21% | E: 15 | F: 0% | G: 50µM* | H: -9% | I: 11%

Cc1ccc(C(=O)C2=C(O)C(=O)N(Cc3cccnc3)C2c2ccc(Br)cc2)o1 (configuration not stated)
  A: u | B: -20% | C: 8% | D: 4% | E: 2 | F: -4% | G: -1% | H: 0% | I: 2%

O=C(COC(=O)c1ccc(-c2ccc([N+](=O)[O-])cc2)o1)NC(=O)NC12CC3CC(CC(C3)C1)C2
  A: u | B: u | C: u | D: -15% | E: -3 | F: -8% | G: u | H: 3% | I: -12%

CC(=O)c1cccc(NC(=O)C(C)OC(=O)C2=NNC(=O)CC2)c1 (configuration not stated)
  A: x | B: -11% | C: 25% | D: -10% | E: 1 | F: u | G: x | H: 3% | I: -1%

Fc1ccc(C(NCCc2ccccc2)c2nnc(-c3ccccc3Cl)o2)cc1 (configuration not stated)
  A: 118%[activator][59 µM] | B: 53%[activator] | C: 89%[activator] | D: 14% | E: 0 | F: -9% | G: 55%[activator] | H: 6% | I: -1%

COc1cccc(C2C(C#N)=C(N)Oc3cc(C)n(Cc4ccccn4)c(=O)c32)c1OC (configuration not stated)
  A: -6%[2.33 µM] | B: -5% | C: 24% | D: 8% | E: 0 | F: 0% | G: 6% | H: 22% | I: -2%

Cc1ccc(S(=O)(=O)CC(C)N2CCN(C3CCCCC3)CC2)cc1 (configuration not stated)
  A: 4%[59 µM] | B: -14% | C: 4% | D: 9% | E: -3 | F: 0% | G: 0% | H: 6% | I: -1%

OCCC1CN(Cc2nc3ccccc3s2)CCN1CCc1ccccc1 (configuration not stated)
  A: -17% | B: -27% | C: 7%[57 µM] | D: 21% | E: -6 | F: -2% | G: -26% | H: -1% | I: 11%

CC1CCCC(NC(=O)COC(=O)CN2C(=O)C3CCCCC3C2=O)C1C (configuration not stated)
  A: 20%[59 µM] | B: 6% | C: 42% | D: -4% | E: 2 | F: -1% | G: -1% | H: -15% | I: -4%

Cn1c(=O)c2c(nc(SCC(=O)Nc3ccc(F)cc3)n2Cc2ccccc2F)n(C)c1=O
  A: -35%[59 µM] | B: -4% | C: 20% | D: 2% | E: -1 | F: -3% | G: -11% | H: 3% | I: 6%

CCOC(=O)c1c(-c2ccccc2)oc2ccc(OC)cc12
  A: 199%[activator][59 µM] | B: 261%[activator] | C: 269% | D: -3% | E: 4 | F: -18% | G: 211%[activator] | H: -16% | I: 3%

Cc1sc2nc(CSC(C)C(=O)N(C)CC(=O)Nc3ccccc3C(F)(F)F)[nH]c(=O)c2c1C (configuration not stated)
  A: u | B: -21% | C: 10% | D: -17% | E: -5 | F: -16% | G: 3% | H: 5% | I: 11%

N=C(c1cccc([N+](=O)[O-])c1)N1CCCCC1
  A: 19%[12.7 µM] | B: -8% | C: 53% | D: 9% | E: 4 | F: -2% | G: -4% | H: -1% | I: 5%

The final 3 entries of the part before come first, to join the parts.
Short forms – A = G9a block; B = JMJD2A Tudor; C = HP1b binding inh; D = RGS4 inh; E = PI4K2A inh; F = 12-LOX inh; G = BAZ2B block; H = GLS inh; I = ERG Ets-DNA blk
CCOC(=O)c1c(-c2ccccc2)oc2ccc(OC)cc12
  A: 199%[activator][59 µM] | B: 261%[activator] | C: 269% | D: -3% | E: 4 | F: -18% | G: 211%[activator] | H: -16% | I: 3%

Cc1sc2nc(CSC(C)C(=O)N(C)CC(=O)Nc3ccccc3C(F)(F)F)[nH]c(=O)c2c1C (configuration not stated)
  A: u | B: -21% | C: 10% | D: -17% | E: -5 | F: -16% | G: 3% | H: 5% | I: 11%

N=C(c1cccc([N+](=O)[O-])c1)N1CCCCC1
  A: 19%[12.7 µM] | B: -8% | C: 53% | D: 9% | E: 4 | F: -2% | G: -4% | H: -1% | I: 5%

CC1CN(CC(O)COC(c2ccc(Cl)cc2)c2ccc(Cl)cc2)CC(C)O1 (configuration not stated)
  A: -9%[59 µM] | B: -13% | C: 30% | D: -5% | E: -4 | F: u | G: 58%[activator] | H: 2% | I: -1%

CCOc1ccc(S(=O)(=O)N(CC)CC(=O)N2CCCC2)cc1C
  A: x | B: -1% | C: 29% | D: -45% | E: 0 | F: u | G: 3% | H: -8% | I: -1%

COc1ccc(N(CC(=O)N/N=C(\C)c2ccc(C)cc2)S(=O)(=O)c2ccccc2)cc1
  A: 7% | B: -17% | C: 14% | D: -4% | E: 2 | F: 0% | G: 0% | H: -1% | I: 0%

CCOc1ccc(NC(=O)c2ccc(-n3cccn3)nc2)cc1
  A: 1% | B: -5% | C: 41%[activator] | D: -28% | E: 1 | F: -22% | G: -2% | H: 4% | I: -14%

CN(C)/C=C(/C#N)C(=O)c1cccc(Oc2ccc(C(C)(C)C)cc2)c1
  A: -42%[59 µM] | B: -11% | C: -2% | D: 11% | E: -8 | F: -13% | G: -6% | H: 2% | I: -2%

COc1cccc(CN2CCC(Oc3ccc(C(=O)N4CCCCC4)cc3)CC2)c1O
  A: u | B: -15% | C: 12% | D: -22% | E: 2 | F: -2% | G: -19% | H: 7% | I: 7%

Cc1cc(=O)n2[nH]c(-c3ccc(Cl)cc3)cc2n1
  A: u | B: 0% | C: 24% | D: -3% | E: 2 | F: -3% | G: 10% | H: 2% | I: 10%

N#CC1=C(N)Oc2cc(O)ccc2C1C1CCCCC1 (configuration not stated)
  A: -27% | B: -28% | C: 14% | D: -5% | E: -7 | F: -10% | G: -23% | H: 4% | I: 6%
